Bioassay records deposited in PubChem by National Center for Advancing Translational Sciences (NCATS).
TDP43 rescue = qHTS of TDP-43 Inhibitors. TDP-43 expressing yeast growth rescue, BacTiter-Glo, 24 h. Potency, µM (doses to about 46.1 µM), without a hit: at the top dose growth rescue (activation), usual class: activators. 410,000 tested, 1.8% active; further: potency means the concentration at half of the fitted maximal effect; % of control where 0% means no effect; nearly all actives have a fitted effect of over 50% in size
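In this qHTS, compounds that restore growth of yeast expressing TDP-43 appear as activators. Cells (OD600=0.02, galactose medium, raffinose-pregrown) are incubated with compound 24 hr at 30 deg C and growth is quantified by BacTiter-Glo.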
KB-V1 MDR tox = qHTS assay for MDR1-selective chemotherapeutics: Primary screen using the drug-selected MDR subline cells KB-V1; AID 1347076, 2019; Potency, µM (highest dose often 46.1 µM), for inactives: at the top dose activity change, negative = cytotoxicity, hits mostly cytotoxic; 400,000 tested, 3.4% active; KB-V1 MDR cells viability, CellTiter-Glo, 72 h; further: potency means the concentration at half of the fitted maximal effect; on the % scale 0 is the no-effect control and ±100 the full control effect; nearly all actives have a fitted effect of over 60% in size
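KB-V1 cells (P-gp-expressing MDR subline of KB-3-1) in phenol-red-free DMEM with 10% FBS were exposed to library compounds over a concentration series for 72 h at 37 degrees C. Viability read by CellTiter-Glo luminescence; concentration-effect curves fitted after normalization.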
HEK293 tox = qHTS of GLP-1 Receptor Inverse Agonists: Cytotox Screen; 410,000 tested, 0.13% active; HEK293 cAMP-luciferase reporter cells, luminescence, 24 h; Potency, µM (titrated, usually from 38.3 µM), inactives show at the top dose activity change, negative = inhibition, usual class: inhibitors;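 further: loss of luciferase light is scored as toxicity; potency means the concentration at half of the fitted maximal effect; on the % scale 0 is the no-effect control and ±100 the full control effect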
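1536-well qHTS counterscreen of the MLSMR; 200 cells/uL, 12 h pre-incubation, 23 nL cpd, 24 h at 37 deg C 5% CO2, luciferase detection reagent, 12 min RT, luminescence. Inhibition = undesired.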
GLP-1R agonist = qHTS of GLP-1 Receptor Agonists. HEK293 GLP-1R CRE-luciferase, luminescence, 4-6 h; cells express a hypersensitive GLP-1R form. Potency, µM (top dose mostly 45.6 µM), inactives show at the top dose activation, usual class: activators. 380,000 tested, 0.007% active; further: potency means the concentration at half of the fitted maximal effect; % of control where 0% means no effect
Target sequence (P43220 whole entry, looked up): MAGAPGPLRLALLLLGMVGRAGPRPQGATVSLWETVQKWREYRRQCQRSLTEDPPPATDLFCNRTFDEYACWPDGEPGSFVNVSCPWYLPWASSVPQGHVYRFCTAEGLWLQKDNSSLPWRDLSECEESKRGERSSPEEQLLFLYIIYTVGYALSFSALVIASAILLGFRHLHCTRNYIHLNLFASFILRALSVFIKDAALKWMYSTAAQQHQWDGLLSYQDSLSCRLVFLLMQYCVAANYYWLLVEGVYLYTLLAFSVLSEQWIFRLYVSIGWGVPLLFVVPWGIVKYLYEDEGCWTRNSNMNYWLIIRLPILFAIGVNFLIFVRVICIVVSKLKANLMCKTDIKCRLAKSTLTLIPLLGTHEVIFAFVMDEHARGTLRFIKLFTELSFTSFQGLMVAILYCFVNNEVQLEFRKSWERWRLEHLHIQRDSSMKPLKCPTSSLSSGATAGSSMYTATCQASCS
PTHR1 agonist = qHTS for PTHR1 Agonists: Primary Screen | Parathyroid hormone/parathyroid hormone-related peptide receptor (Homo sapiens), Q03431 | 410,000 tested, 0.075% active | Potency, µM (top dose mostly 115 µM), inactives show top-dose activation, actives largely listed as activators | HEK293 GP2 PTHR1 cells, GloSensor cAMP luminescence, 1 h; further: potency means the concentration at half of the fitted maximal effect; nearly all actives have a fitted effect of over 55% in size; some results filed as inactive show a strong effect at the top dose; inactives centre near -15; many of its hits are not listed in these tables
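HEK-293-derived GP2 cells expressing PTHR1 and a GloSensor cAMP reporter, 3,000/well, plated overnight, given luciferin plus IBMX (each 0.5 mM as added) for 1 h at 37 °C, then compound for 1 h at 37 °C. Luminescence was read after 15 min at room temperature.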
D3 ag = qHTS of D3 Dopamine Receptor Agonist: qHTS; AID 652048, 2013; D(3) dopamine receptor (Homo sapiens), P35462; max activation, %; 410,000 tested, 0.58% active; D3R DiscoveRx beta-arrestin cells, luminescence, 90 min; in the data active means max activation above about 30%; further: 0% is about no effect; mostly tested at two doses, the higher about 12 µM
Target sequence (P35462 whole entry, looked up): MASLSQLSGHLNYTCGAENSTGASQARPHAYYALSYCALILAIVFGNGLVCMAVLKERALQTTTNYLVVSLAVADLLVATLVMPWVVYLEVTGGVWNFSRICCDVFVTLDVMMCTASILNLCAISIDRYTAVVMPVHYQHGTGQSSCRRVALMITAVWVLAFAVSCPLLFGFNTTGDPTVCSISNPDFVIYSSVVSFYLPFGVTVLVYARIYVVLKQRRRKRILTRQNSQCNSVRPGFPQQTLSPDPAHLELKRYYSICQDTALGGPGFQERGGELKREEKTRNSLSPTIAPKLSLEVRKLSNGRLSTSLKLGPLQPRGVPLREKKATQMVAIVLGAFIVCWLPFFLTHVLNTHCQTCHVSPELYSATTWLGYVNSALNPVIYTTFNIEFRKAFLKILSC
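Cells at 1500/well, incubated overnight, then treated with pinned compounds (dopamine as control) for 90 min at 37 degrees C. DiscoveRx reagent added for 30 - 60 minutes at room temperature; luminescence read.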
GLP-1R inv ag = qHTS of GLP-1 Receptor Inverse Agonists (Inhibition Mode); Glucagon-like peptide 1 receptor (Homo sapiens), P43220; HEK293 GLP-1R CRE-luciferase, luminescence, 24 h; GLP-1R form is constitutively active; Potency, µM (highest dose often 38.3 µM), for the others: at the highest dose activity change, negative = inhibition, hits mostly inhibitors; 410,000 tested, 1.6% active; AID 624417, 2012; further: potency means the concentration at half of the fitted maximal effect; on the % scale 0 is the no-effect control and ±100 the full control effect; nearly all actives have a fitted effect of over 55% in size
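Inverse agonists were sought by their lowering of basal cAMP reporter luciferase output in HEK293 cells stably carrying constitutively active human GLP-1R, after 24 h compound treatment.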
DRD3 antagonist = qHTS of D3 Dopamine Receptor Antagonist: qHTS; D3R cells, DiscoveRx beta-arrestin luminescence, antagonist mode; stronger effect = lower value; D(3) dopamine receptor (Homo sapiens), P35462; AID 652054, 2013; max response, negative = inhibition, %; 360,000 tested, 2.5% active; in the data active means max response below about -50%; inconclusive means no clear call, values can overlap the other calls; further: on the % scale 0 is the no-effect control and ±100 the full control effect; mostly tested at two doses, the higher about 12 µM
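Cells plated overnight at 1500 cells/well, then exposed to library compounds with dopamine controls for 90 minutes at 37 degrees C. DiscoveRx reagent added for 30–60 minutes at room temperature; luminescence read, quantitative HTS format.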
aSyn rescue = qHTS of alpha-syn Inhibitors | AID 652106, 2013 | 370,000 tested, 0.14% active | Potency, µM (highest dose often 46.1 µM), without a hit: at the highest dose growth rescue (activation), most hits filed as activators | Yeast expressing alpha-synuclein, growth rescue, BacTiter-Glo, 24 h; further: potency means the concentration at half of the fitted maximal effect; % of control where 0% means no effect; nearly all actives have a fitted effect of over 65% in size
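Readout is rescue of growth in alpha-synuclein-expressing yeast, so inhibitors of toxicity appear as activators. Growth after 24 hr at 30 deg C in galactose medium is quantified by luminescence.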
An asterisk follows results filed as active; i = inactive; ? = inconclusive; · = no result given; & = joins results of further samples; [ ] = another dose, or the depositor's remark. Unless noted, the call rests on the fitted dose curve; in most records, active means well fitted curve in the direction sought with a large enough effect; inconclusive means small, poorly fitted or top-dose-only effect, or another doubt; inactive means no such curve, though single readings can be large; an effect the other way counts as inactive or inconclusive.

SMILES | TDP43 rescue | KB-V1 MDR tox | HEK293 tox | GLP-1R agonist | PTHR1 agonist | D3 ag | GLP-1R inv ag | DRD3 antagonist | aSyn rescue
COC(=O)c1c(SCc2cccc3ccccc23)nc(=O)[nH]c1C | -6% | 24% | 0% | 21% | i | 7 | -1% | 22 | -1%
N#Cc1c(NC(NC(=O)c2ccco2)C(=O)c2ccccc2)sc2c1CCCC2 (stereo not drawn) | -5% | ? | -6% | 4% | i | -11 | -7% | -21 | 3%
Cc1cccc(COC[C@H](CC(C)C)N2CCN(C(=O)c3ccc(C(F)(F)F)cc3)CCC2=O)c1 | ? | ? | -22% | -2% | -42%[inhibitor] | -3 | ? | 30 | 17%
CCOC(=O)c1ccc(NC(=O)c2c(N)n(Cc3ccccc3)c(=O)[nH]c2=O)cc1 | 6% | -1% | 8% | -1% | i | -10 | 12% | 2 | -3%
O=C(NCc1ccco1)Nc1nnc([C@H]2C[C@H](O)[C@@H](CO)O2)s1 | 0% | -22% | 0% | 1% | 5% | 3 | 18% | ? | -5%
FC(F)(F)c1ccc(NC(=S)NC2CCCCC2)cc1 | 14% | ? | ? | 1% | -29% | 0 | ? | -4 | -31%[inhibitor]
O=C1CN(C(=O)c2cccc([N+](=O)[O-])c2)CC(=O)N1 | -1% | ? | -9% | -1% | i | 2 | 9% | -8 | 4%
CN(C)S(=O)(=O)c1cccc(NC(=O)COC(=O)c2cc(=O)c3ccccc3o2)c1 | -1% | -6% | -4% | -4% | i | -6 | -6% | -10 | -2%
COc1ccc(OC)c(/C=N\NC(=O)c2ccc(COc3ccc(C)cc3[N+](=O)[O-])o2)c1 | -22% | -9% | 16% | -4% | ? | -15 | 8% | -14 | -6%
COc1cc(/C=C2\SC(=Nc3ccc(Cl)c(C(=O)O)c3)NC2=O)c(Br)c(Br)c1O | · | ? | 73%[activator] | 1% | -5% | 15 | -16% | 0 | 4%
O=C(CN1C(=O)C2CCCCC2C1=O)OCC(=O)c1ccc(F)cc1 (stereo not drawn) | 11% | 27% | 0% | -7% | 8% | 1 | 0% | -1 | -9%
CCOC(=O)c1sc(=S)n(-c2ccc3c(c2)OCO3)c1N | 19% | 0% | 3% | 2% | i | 2 | ? | -13 | -11%
COc1cc(C(=O)NCc2nc(C)cs2)ccc1OC1CCN(C(C)=O)CC1 | 12% | 0% | 6% | -2% | i | -1 | 25% | 5 | 4%
O=C(O)CC1CC(O)CCC1=O (stereo not drawn) | 3% | -2% | 3% | -6% | -9% | -10 | 15% | 8 | -1%
OCc1ccccc1-c1ccc2nccn2c1 | 19% | -1% | 35%[activator] | -3% | ? | 0 | 19% | 7 | 4%
CN(C)c1ccc(NC(=O)CSC2=Nc3ccccc3C3=NC(CCC(=O)NCc4cccs4)C(=O)N23)cc1 (stereo not drawn) | 0% | -4% | 0% | · | i | -1 | 5.6µM* | · | ·
Cc1cccc(/C=N/N(CCO)C2=NS(=O)(=O)c3ccccc32)c1 | -21% | -27% | -19% | 25% | -15% | -8 | 25% | 21 | 5%
COc1ccccc1Nc1nc2ccc(C)cc2cc1C#N | -29% | -15% | -4% | 1% | -20% | 3 | 8% | 14 | -3%
COC(=O)C1=C(C)N(c2ccc(OC)cc2)C(C)=C(C(=O)OC)C1c1ccccc1 | 4% | ? | -9% | -2% | -38%[inhibitor] | -2 | 8.9µM* | 2 | -21%
OCCN(Cc1ccccc1)Cc1cccc(F)c1 | -12% | 11% | -20% | 7% | i | -20 | 0% | -21 | -2%
O=C(C1CCCN(c2ncnc3c2nc2n3CCCCC2)C1)N1CCN(c2ccccc2)CC1 (stereo not drawn) | ? | ? | 8% | -5% | i | 20 | 6% | 97 | 0%
CCOc1ccc(CCNC(=O)CSc2cc(=O)n(C)c3ccc(Cl)cc23)cc1OCC | -15%&-11% | ? | 5%&-14% | 1%&0% | -96%&-44%[inhibitor] | -14&-14 | 9%&4% | -18 | -3%
CCOCCCNC(=O)Cn1cc2c(n1)-c1c(oc(C(=O)N3CCCC3)c1C)CC2 | 17%&21% | ? | -9%&2% | 0% | -10%&-41% | -8&6 | 9%&8% | 16 | 5%
O=C(NCc1ccco1)C12CC3CC(CC(C3)C1)C2 | 6% | 0% | -11% | 15% | i | 2 | -27% | -11 | -12%
Cn1c(=O)n(C)c2cc(N3CCOCC3)c(NC(=O)c3cccc(Cl)c3)cc21 | -18% | 11% | -2% | 10% | i | 5 | 18% | -5 | 2%
Cc1ccc(-n2ncc(C(=O)N3CCN(c4ccccc4F)CC3)c2C2CCN(C(=O)OC(C)(C)C)CC2)cc1C | 5% | 19% | -1% | · | i | 3 | 6% | · | ·
Cc1ccc(NC(=S)N/N=C2\CC3CC=CC23)c(C)c1 (stereo not drawn) | 4% | -4% | 1% | 0% | ? | 1 | 1% | -10 | -7%
Cc1cc(=O)oc2cc(NC(=O)CN3C(=O)NC(C)(c4ccccc4)C3=O)ccc12 (stereo not drawn) | -21% | 8% | 3% | 14% | -1% | 7 | ? | -6 | 0%
O=C(COC(=O)c1ccc2ccccc2c1)NCCCc1ccccc1 | 12% | 8% | 0% | 10% | i | 10 | 7% | 18 | 1%
C=CCC[C@@H](Cc1ccc(F)cc1)C(=O)OC[C@H]1CCCN1C(=O)[C@@H](CC=C)CC(=O)N[C@H](CO)Cc1ccccc1 | 19% | -4% | 18% | 17% | -40%[inhibitor] | 8 | ? | 2 | -1%
CCn1c(C(=O)N2CCC(C(=O)N3CCN(c4ccccn4)CC3)CC2)cc2sccc21 | 4% | -7% | -9% | -2% | i | 3 | -25% | 0 | 4%
CNc1snc(C)c1C(=O)OC(C)C(=O)Nc1ccccc1 (stereo not drawn) | 19% | -12% | 5% | 9% | -32%[inhibitor] | 0 | 4% | 6 | -2%
CN(c1ccccc1)c1ccc(/C=C(\C#N)c2nnc3n2CCCCC3)cc1[N+](=O)[O-] | 3% | 10µM* | ? | -1% | -62%[inhibitor] | -7 | ? | -9 | 1%
N=C1c2ccccc2CN1NC(=O)c1cccc(S(=O)(=O)N2CCCCC2)c1 | -31%[inhibitor][0.397 µM] | 9% | -1% | 1% | -41% | -5 | 2% | -10 | -2%
CC(=O)N1[C@H](C)C=C[C@]1(Cc1ccccc1)C(=O)NCCN1CCOCC1 | 7% | -7% | 4% | 6% | i | -6 | 1% | -13 | -4%
c1ccc(-c2nnc(-c3ccncc3)nc2-c2ccccc2)cc1 | -7% | -14% | 0% | 7% | i | 4 | -23% | 2 | -12%
CN1c2ccccc2Oc2nnc(N3CCN(Cc4ccccc4)CC3)cc21 | -11%[9.22 µM] | -1% | 12% | 16% | -11% | -25 | ? | -27 | 0%
O=C(NCc1ccc(OC(F)(F)F)cc1)c1ccc2c(c1)S(=O)(=O)c1ccccc1C2=O | -24% | 1% | -5% | 11% | -9% | -31 | ? | 0 | -4%
CCOC(=O)C1=C(C)OC(N)=C(C#N)C1c1cc(SCC)oc1C (stereo not drawn) | · | -16% | -9% | 7% | -14% | -8 | -3% | -9 | -1%
COc1cccc2sc(N3CCN(C(=O)CCS(=O)(=O)c4ccc(F)cc4)CC3)nc12 | 20% | · | 2% | · | -48%[inhibitor] | 6 | ? | · | ·
C=C(C)Cn1c(-c2ccccc2)nc2ccccc21 | 16% | ? | 16% | 27% | 24% | 1 | ? | ? | 0%
O=C(NCc1ccccc1Cl)C(=O)NCC1CCCN1S(=O)(=O)c1cccs1 (stereo not drawn) | 9% | -7% | 4% | 0% | -9% | -8 | 1% | -7 | -2%
Cc1cc(C)n(CCn2nc(C)cc2C)n1 | 0% | 0% | 0% | 1% | i | 3 | 4% | 0 | -4%
COc1ccccc1NC(=O)Nc1ccnn1C1CCN(C(=O)C2CCOC2)CC1 (stereo not drawn) | 2% | -6% | -7% | 1% | -23% | -2 | 0% | -10 | -2%
CCn1ccnc1CN(C)Cc1cn(-c2ccccc2)nc1-c1ccc(OC)cc1F | -5% | 10% | ? | 9% | i | -1 | ? | -1 | 2%
CC1(C)CC(NC(=O)c2ccc3c(c2)OCO3)CC(C)(C)N1 | -2% | 11% | 0% | -1% | i | -8 | 1% | 6 | -5%
O=C1[C@H]2[C@@H](c3ccc(C(F)(F)F)cc3)N[C@]3(CCCN(Cc4ccc(F)cc4)C3=O)[C@H]2C(=O)N1Cc1ccccc1 | ? | ? | ? | -6% | -33%[inhibitor] | 2 | 8.9µM* | 7 | 5%
COc1ccccc1N1C(=O)c2ccc(C(=O)Nc3cccc(C(C)=O)c3)cc2C1=O | 5% | 0% | -16% | 3% | i | 2 | 8% | -1 | 4%
CCOc1c(Nc2cccc(Cl)c2)c(=O)c1=O | -7% | 15% | -15% | -1% | i | -11 | 9% | -16 | -1%
CCc1ccc2oc(-c3ccc(N)cc3)nc2c1 | 26% | ? | 10% | -18% | -35%[57.5 µM] | -7 | ? | -7 | -12%

A section from further up, as a working copy:
SMILES | TDP43 rescue | KB-V1 MDR tox | HEK293 tox | GLP-1R agonist | PTHR1 agonist | D3 ag | GLP-1R inv ag | DRD3 antagonist | aSyn rescue
C=C(C)Cn1c(-c2ccccc2)nc2ccccc21 | 16% | ? | 16% | 27% | 24% | 1 | ? | ? | 0%
O=C(NCc1ccccc1Cl)C(=O)NCC1CCCN1S(=O)(=O)c1cccs1 (stereo not drawn) | 9% | -7% | 4% | 0% | -9% | -8 | 1% | -7 | -2%

This is a subset; rates above refer to the full screens.
